Compound activity deposited in PubChem BioAssay by Sanford-Burnham Center for Chemical Genomics.
A3A deaminase: human APOBEC3A DNA deaminase inhibition; inhibition, % at 20 µM; hit rate 0.41% among 330,000; P31941; recombinant A3A, FAM/TAMRA ssDNA deamination fluorescence;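 active = at least 40% inhibition at 20 µM here, with at most 30% in a related deaminase screen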;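 also: plate controls were A3A with DMSO for no effect and wells lacking A3A enzyme for full effect; some results filed as inactive read as strong as hits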
Target sequence (P31941 whole entry, looked up): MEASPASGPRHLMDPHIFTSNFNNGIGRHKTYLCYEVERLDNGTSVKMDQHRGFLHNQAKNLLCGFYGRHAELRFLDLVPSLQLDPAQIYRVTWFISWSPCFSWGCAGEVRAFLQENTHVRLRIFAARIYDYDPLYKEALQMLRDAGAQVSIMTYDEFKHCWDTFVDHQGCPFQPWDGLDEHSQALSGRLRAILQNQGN
HKDC1 inhibitor: inhibitors of human hexokinase HKDC1 | inhibition, % at 20 µM | AID 493160 | recombinant HKDC1, G6PDH/diaphorase resazurin coupled fluorescence | hit rate 0.16% among 340,000 | Q2TB90;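 active = inhibition above about 35% when tested at 20 µM, limit read from the data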;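 also: plate controls were DMSO wells with enzyme for no effect and DMSO wells lacking enzyme for full effect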
Target sequence (Q2TB90 whole entry, looked up): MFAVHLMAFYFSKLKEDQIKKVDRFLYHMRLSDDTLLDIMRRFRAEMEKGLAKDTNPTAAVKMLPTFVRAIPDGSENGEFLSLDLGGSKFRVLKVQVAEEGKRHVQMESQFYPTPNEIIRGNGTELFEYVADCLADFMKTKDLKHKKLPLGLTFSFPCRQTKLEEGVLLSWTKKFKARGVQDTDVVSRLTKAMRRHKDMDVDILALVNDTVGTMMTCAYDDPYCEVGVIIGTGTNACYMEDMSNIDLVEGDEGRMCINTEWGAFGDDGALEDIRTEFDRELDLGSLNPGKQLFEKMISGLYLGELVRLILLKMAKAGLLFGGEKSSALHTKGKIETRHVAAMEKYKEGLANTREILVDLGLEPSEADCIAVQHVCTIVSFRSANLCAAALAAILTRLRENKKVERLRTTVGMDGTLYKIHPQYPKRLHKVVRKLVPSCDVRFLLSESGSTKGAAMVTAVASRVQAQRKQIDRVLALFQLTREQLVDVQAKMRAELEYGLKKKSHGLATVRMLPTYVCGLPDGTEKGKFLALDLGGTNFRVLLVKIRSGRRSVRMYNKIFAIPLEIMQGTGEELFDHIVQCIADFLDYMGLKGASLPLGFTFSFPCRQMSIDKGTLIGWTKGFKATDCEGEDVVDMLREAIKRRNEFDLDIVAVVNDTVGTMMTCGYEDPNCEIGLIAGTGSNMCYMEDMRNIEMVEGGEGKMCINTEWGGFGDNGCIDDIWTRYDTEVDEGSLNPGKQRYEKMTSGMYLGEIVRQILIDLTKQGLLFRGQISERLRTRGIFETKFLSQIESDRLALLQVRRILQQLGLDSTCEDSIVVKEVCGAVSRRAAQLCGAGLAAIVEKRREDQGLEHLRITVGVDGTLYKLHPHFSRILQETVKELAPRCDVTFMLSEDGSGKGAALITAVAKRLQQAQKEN
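Assay system: in-house recombinant HK5 (HKDC1) enzyme. Input: HKDC1 at 5 µg/mL. Medium: Tris pH 8.0 buffer with MgCl2, Tween-20, BSA, BME. Dosing: single 20 µM dose. Schedule: 90 min reaction incubation at room temperature, dark. Signal: resazurin-to-resorufin fluorescence via G6PDH and diaphorase coupling, 525/613 nm. Controls: DMSO-enzyme wells negative, buffer-substituted wells positive.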
hIAP act: increases human intestinal alkaline phosphatase activity; purified human IAP, CDP-Star luminescence, 30 min; stronger effect = higher value; 1 = vehicle-only enzyme, 0 = enzyme-free background; AID 2524; P09923; hit rate 0.16% among 330,000; activation factor at 10 µM;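 active = activation factor of the enzyme at least 2-fold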; also: the source names both 10 and 20 µM as test concentration; values of inactives mirror those of a sister screen read the other way
hIAP inh: human IAP inhibition; P09923; purified IAP, CDP-Star luminescence, 30 min; inhibition, % at 10 µM; hit rate 0.12% among 330,000; AID 2544;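 active = inhibition reaching a set limit with compound at 10 µM in the primary screen, cut at about 35% in these data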;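 also: plate controls were DMSO wells with enzyme for no effect and no-enzyme buffer wells for full effect; values of inactives mirror those of a sister screen read the other way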
mIAP act: increases mouse intestinal alkaline phosphatase activity. muIAP, CDP-Star luminescence, 30 min; stronger effect = higher value; 1 = vehicle-only enzyme signal, 0 = enzyme-free wells. activation factor at 10 µM. hit rate 0.24% among 330,000. AID 2805;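 active = activation factor of at least 2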; also: the source names both 10 and 20 µM as test concentration; values of inactives mirror those of a sister screen read the other way
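Assay system: mouse IAP enzyme; Reagent: CDP-Star chemiluminescent phosphatase substrate; Compound: DMSO-dissolved test compounds; Incubation: 30 min, room temperature; Technique: luminescence from enzymatic CDP-Star hydrolysis; Controls: DMSO-only wells and no-enzyme negative control.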
ATG4B inhibitor: inhibitors of human ATG4B cysteine protease | Q9Y4P1 | ATG4B cleavage of LC3-PLA2, NBD-HPC fluorescence, 1 h | inhibition, % at 8.33 µM | hit rate 0.51% among 340,000 | AID 504462; in the data active = inhibition above about 40%
mIAP block: blocks mouse intestinal alkaline phosphatase. hit rate 0.2% among 330,000. purified mouse IAP, CDP-Star luminescence, 30 min. inhibition, % at 10 µM;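 active = inhibition of at least 40% at 10 µM in the primary screen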;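 also: plate controls were DMSO with enzyme for no effect and no enzyme wells for full effect; values of inactives mirror those of a sister screen read the other way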
PfGluPho inh: PfG6PD (Plasmodium falciparum) enzyme inhibition | PfGluPho enzyme, NADPH resazurin-diaphorase fluorescence | inhibition, % at 20 µM | hit rate 0.78% among 350,000 | AID 504690;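 active = inhibition reaching at least a set limit at 20 µM in the primary screen, cut at about 59% in these data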;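 also: 0% = DMSO wells with substrate and 100% = DMSO wells lacking glucose-6-phosphate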
An asterisk follows results filed as active; · = no result given. Rows were taken by chance; about 2.4% have a hit in one of these screens.

SMILES	A3A deaminase	HKDC1 inhibitor	hIAP act	hIAP inh	mIAP act	ATG4B inhibitor	mIAP block	PfGluPho inh
CNc1ccc(Br)cc(C(=O)/C=C/c2cc(OC)ccc2OC)c1=O	20	19	1	-3	0.89	1	12	50
CC1Sc2ccc(S(=O)(=O)N3CCC(C(=O)N(C)Cc4ccccc4)CC3)cc2NC1=O (stereo not given)	2	2	1	-2	1	-7	-2	2
Cc1csc(SCC(=O)Nc2c(C)n(C)n(-c3ccccc3)c2=O)n1	11	-7	1.3	-30	1.1	3	-11	-19
CCOC(=O)C1(Cc2cccc(Cl)c2)CCCN(C(=O)c2ccc(C)nc2)C1 (stereo not given)	1	-9	1.2	-17	0.99	-9	1	4
Cc1cccc(CN2C(=O)[C@H]3Cc4c([nH]c5ccccc45)C(C)(C)N3C2=O)c1	-3	-5	0.9	10	1.1	6	-10	17
CCN(CC)S(=O)(=O)c1ccc(N2CCOCC2)c(NC(=O)Cc2ccccc2F)c1	-4	-11	1.1	-14	0.97	-3	3	0
O=C(CCc1nc2ccccc2c(=O)[nH]1)Nc1nc(-c2cccs2)cs1	0	-4	1	-4	0.91	-5	9	24
CCc1nn(CCCC(=O)NCc2ccccc2C)c(=O)c2cc3occc3n12	-2	1	1	-4	1	27	-3	-5
CC(C)(C)NCC(O)(c1ccc(Cl)cc1)c1ccc(Cl)cc1	0	-6	1.1	-8	0.99	-5	1	2
CN(C)S(=O)(=O)c1ccc2c(c1)c(=O)c(C(=O)N1CCN(c3ccccn3)CC1)cn2C	1	-6	1.1	-12	0.88	2	12	-9
O=C(NC(=S)Nc1ccc(CN2CCOCC2)cc1)c1ccc([N+](=O)[O-])cc1	0	-11	1	-4	0.92	-18	8	7
O=S1(=O)N=C(Nc2nc3c(s2)CCCC3)c2ccccc21	-1	3	1	-2	0.88	-15	12	-10
COC(=O)c1ccc(/C=N/NC(=O)C(=O)NCC2CCCO2)cc1 (stereo not given)	-3	-7	0.98	2	1.1	1	-14	5
O=C(NC1CCCCC1)C1(S(=O)(=O)c2ccc(Cl)cc2)CC1	-1	-2	1.1	-15	1	0	0	-9
CN(C)S(=O)(=O)c1ccc(C(=O)OCC(=O)NC(=O)NC2CCCC2)cc1	-1	-1	1.1	-8	1	0	-5	-8
Cn1nnnc1SCC1=C(C(=O)O)N2C(=O)C(NC(=O)Cn3nc(C(F)F)cc3C3CC3)C2SC1 (stereo not given)	14	-11	1	0	0.84	-10	16	23
COc1ccc(C)cc1NC(=S)N1CCN(S(C)(=O)=O)CC1	-3	10	0.81	19	0.95	2	5	-9
COC(=O)c1cccc(Cn2c(Cl)c(/C=N/NC(=O)c3ccco3)sc2=O)c1	-3	0	1.2	-19	0.96	-5	4	1
O=C(NC(c1ccccc1)C(Cl)Cl)c1ccccc1 (stereo not given)	0	-14	0.9	10	1.1	5	-13	1
CCOC(=O)Cn1c(=O)c(-c2ccccc2NC)nc2ccccc21	-3	0	1.2	-22	0.91	3	9	-1
Cc1ccc(C23CC4CC(CC(NC(=O)NCCN(C)C)(C4)C2)C3)cc1	-2	0	0.74	26	1	9	-4	2
COc1cc2ncnc(NCc3ccc(C)o3)c2cc1OC	4	-4	0.98	2	1	-5	-2	-5
Cc1ccc(C(C)C)cc1OCC(=O)N/N=C/c1ccc2c(c1)OCCO2	1	-4	1.1	-14	1.1	11	-12	-1
O=C(O)C1(c2ccccc2)CCN(S(=O)(=O)c2cccs2)CC1	0	-7	1.1	-5	0.99	4	1	3
CC(C)(C)OC(=O)C[C@@H]1C/C=C\C[C@H](CC(=O)N[C@H](CO)Cc2ccccc2)C(=O)N2CCC[C@H]2COC1=O	2	-4	0.9	10	0.95	5	5	-9

Carrying on.
SMILES	A3A deaminase	HKDC1 inhibitor	hIAP act	hIAP inh	mIAP act	ATG4B inhibitor	mIAP block	PfGluPho inh
CCOc1ccccc1C1CC(c2ccc(F)cc2)Nc2nc(N)nn21 (stereo not given)	-5	-6	0.84	16	0.9	-5	10	6
CCNC(=S)N1CCC(C(N)=O)CC1	6	-5	0.9	10	1	-2	-1	-6
CC1CCN(C(=O)CN(Cc2ccc(F)cc2)S(C)(=O)=O)CC1	-6	-8	1.1	-8	1.1	1	-11	-1
O=C(c1ccccc1Sc1ccc([N+](=O)[O-])cc1Cl)N1CCOCC1	1	4	0.89	11	0.94	-12	6	50
Nc1nc2c(s1)COc1ccccc1-2	-2	9	1	0	0.83	-3	17	33
Cc1ccc(CCN2CC(C(=O)NCCc3ccccc3)CC2=O)cc1 (stereo not given)	-5	-6	0.99	1	0.9	7	10	-7
Cc1ccc2c(c1)=C(c1sc(N(C)c3ccc(O)cc3)nc1O)C(=O)N=2	0	-3	0.91	9	0.94	-16	6	-5
CC(=O)Nc1ccc(N2CCCC(C)C2)c([N+](=O)[O-])c1 (stereo not given)	-1	11	0.86	14	0.96	2	4	-2
CC1(C)CC(=O)C2=C(C1)OC(N)=C(C#N)C2c1ccc2c(c1)OCO2 (stereo not given)	-1	-4	1	-4	0.94	3	6	3
COc1cc2c(cc1OC)C(c1ccc(O)cc1)NCC2 (stereo not given)	-5	2	1.1	-9	1	12	0	-16
COc1ccc(/C=N/NC(=O)c2cc[n+]([O-])cc2)cc1	-3	-4	1.1	-11	1	-5	-2	1
CCN(CC)C(=O)C(=O)c1cn(CC(=O)N2CCc3ccccc3C2)c2ccccc12	3	-10	1.1	-10	0.93	9	7	-1
COc1ccc(Nc2nc(NCC3CCCO3)nc(N)c2[N+](=O)[O-])cc1 (stereo not given)	4	2	0.79	21	0.94	-4	6	-6
CN(C)CCCn1c(=O)n(C2CCCCC2)c(=O)c2c3c(sc21)CCCCC3	-3	7	0.99	1	0.9	1	10	1
COc1cccc(CCNC(=O)CCCC(=O)c2ccccc2)c1	6	5	1.2	-16	1	-3	0	-12
COc1ccc(/C=C2\SC(N3CCc4ccccc4C3)=NC2=O)cc1	-3	15	0.87	13	0.8	38	20	-2
CC(=O)Nc1ccc(Cc2nc3ccccc3[nH]2)cc1	-2	-7	0.87	13	1	-3	-3	8
CN(C)CCNC(=O)c1onc(CSc2ccc(F)cc2)c1C(=O)NCCN(C)C	-2	-4	0.98	2	0.94	7	6	-11
COCC(=O)Nc1ccc(C)c(Cl)c1	3	0	0.86	14	0.92	-15	8	3
COC(=O)C(CCSC)NC(=O)c1cn(-c2ccc(OC)cc2)c(=O)c2ccccc12 (stereo not given)	-3	5	1.1	-9	1.1	4	-7	-22
O=C(O)C1C2C=CC(O2)C1C(=O)Nc1ccccc1C(F)(F)F (stereo not given)	-16	-1	1.2	-23	0.99	-4	1	13
O=S(=O)(c1ccc2c(c1)oc1ccccc12)N1CCOCC1	-6	0	1	-1	1.1	-5	-7	-1
CCOC(=O)N1CCN(C(=O)c2ccc3c(=O)n(Cc4ccccc4)c(=S)[nH]c3c2)CC1	0	-4	0.81	19	1	-12	-3	-2
COc1cc2cc(CCCOC(=O)c3cccc(Br)c3)oc(=O)c2cc1OC	1	6	1.1	-8	1	-8	-4	-3
Cc1ccc2nc(CSc3nnc(-c4ccco4)n3-c3ccccc3)cc(=O)n2c1	2	-4	0.95	5	0.87	-3	13	20

A draw from above in order of length of the SMILES, smallest number first.
SMILES	A3A deaminase	HKDC1 inhibitor	hIAP act	hIAP inh	mIAP act	ATG4B inhibitor	mIAP block	PfGluPho inh
O=S(=O)(c1ccc2c(c1)oc1ccccc12)N1CCOCC1	-6	0	1	-1	1.1	-5	-7	-1
CC1CCN(C(=O)CN(Cc2ccc(F)cc2)S(C)(=O)=O)CC1	-6	-8	1.1	-8	1.1	1	-11	-1
CN(C)CCCn1c(=O)n(C2CCCCC2)c(=O)c2c3c(sc21)CCCCC3	-3	7	0.99	1	0.9	1	10	1
CCOC(=O)N1CCN(C(=O)c2ccc3c(=O)n(Cc4ccccc4)c(=S)[nH]c3c2)CC1	0	-4	0.81	19	1	-12	-3	-2

Next part:
SMILES	A3A deaminase	HKDC1 inhibitor	hIAP act	hIAP inh	mIAP act	ATG4B inhibitor	mIAP block	PfGluPho inh
CC(=O)Nc1ccccc1NC(=O)C/C(C)=N/NC(=O)C(=O)Nc1cccc(Cl)c1C	-3	12	1.1	-10	0.95	-2	5	-23
CCc1ccc(NC(=S)Nc2ccc3[nH]c(=O)[nH]c3c2)cc1	1	-4	1.1	-8	1.1	6	-10	10
Cc1ccc(OCCC(=O)NNC(=O)c2ccccc2F)cc1	-4	-3	1	-4	1.2	-11	-17	-6
CCCC(=O)Nc1ccc(C=C(C(C)=O)C(C)=O)cc1	-5	-3	0.99	1	1.1	-7	-6	5
CCNc1ccc([N+](=O)[O-])cc1	-1	-2	0.86	14	0.88	7	12	-12
COCn1cnc(-c2ccccc2)c1-c1ccccc1	5	-3	1.3	-26	0.94	-3	6	-8
Cc1c(Cl)c(C(F)(F)F)nn1CC(=O)NCc1ccccc1	-6	7	1.1	-6	1	27	0	-49
O=c1oc2ccccc2c(NC2CCCCC2)c1NS(=O)(=O)c1ccc(F)c(Cl)c1	-3	-5	1	-2	0.93	14	7	-13
COc1ccccc1NC(=O)CSc1nccn1Cc1ccccc1	7	-3	0.8	20	1.1	1	-5	-6
CCC(CO)NCc1ccc(Br)cc1 (stereo not given)	-1	-2	1.1	-6	1	-5	-3	-18
Cc1cccc(C(=O)NC2CC3CCCC(C2)N3Cc2ccccc2)c1 (stereo not given)	1	-9	1.1	-5	1.1	11	-8	-9
O=C(CNC(=O)c1ccccc1C(F)(F)F)N/N=C/c1cccs1	-5	-8	1.1	-6	0.97	2	3	-5
CCC(C)NC(=O)CSc1nnc(-c2cc(OC)c(OC)c(OC)c2)c(-c2cc(OC)c(OC)c(OC)c2)n1 (stereo not given)	5	1	0.91	9	1.1	-4	-10	-22
CCCN1C2=NCCCN2c2ccccc21	-3	10	1.1	-10	0.93	-14	8	8
Cn1c(Cn2c(=O)sc3ccccc32)nnc1SCC(=O)Nc1ccc(Cl)cc1	-1	-3	0.92	8	0.9	1	10	19
Cc1ccc2nc3n(c(=O)c2c1)-c1ccccc1C(=O)NC3Cc1ccccc1 (stereo not given)	-5	·	1	-2	1	·	-2	·
Cc1ccc(SC2=C(C(=O)O)CCCC2)cc1	-1	-5	1.2	-23	1	-2	-1	-23
CC1=NN(c2ccc(Cl)cc2)C(=O)C1C(c1cccc(O)c1)c1c(C)[nH]n(-c2ccc(Cl)cc2)c1=O (stereo not given)	0	20	0.98	2	0.89	31	11	-35
CN(C1CCCCC1)S(=O)(=O)c1cccc(C#N)c1	-1	-6	0.93	7	0.87	-1	13	-27
CSCCC(=O)N1CC[C@@H](N2CCN(c3ccccc3F)CC2)[C@H](O)C1	-6	-2	1.1	-6	0.98	-4	2	-4
N#Cc1ccc(C(=O)Nc2cc(-c3ccccc3)nn2-c2ccccc2)cc1	-3	-2	0.99	1	0.87	-10	13	-3
CC1(C(=O)NC2CCCCCCC2)CC1(Cl)Cl (stereo not given)	2	1	0.86	14	0.91	5	9	-7
NC(=O)C1CCN(C(=O)CCSc2ccccc2)CC1	2	-2	1.1	-6	0.97	-9	3	0
Cc1ccc(-c2cc(-c3ccccc3)nc(N/N=C/c3cccnc3)n2)cc1	-1	-6	1.1	-9	1.1	34	-7	22
O=C(O)[C@H]1CC=C[C@H]2CCN(Cc3ccc(Cl)c(Cl)c3)C(=O)[C@@H]12	4	-3	·	·	1.1	-5	-10	-12
CCOc1ccc(CN(C)C(=O)c2ccc(NS(=O)(=O)c3ccc4[nH]c(=O)[nH]c4c3)cc2)cc1	4	1	0.87	13	0.9	3	10	-15
